GLS inh = inhibitors of human glutaminase (GLS) | O94925 | GLS enzymatic activity, qHTS titration | Potency, µM (top dose mostly 45.5 µM), for the others: at the highest dose activity change, negative = inhibition, most hits filed as inhibitors | actives 0.21% (n = 410,000); further: potency means the concentration at half of the fitted maximal effect; on the % scale 0 is the no-effect control and ±100 the full control effect
Target sequence (O94925 whole entry, looked up): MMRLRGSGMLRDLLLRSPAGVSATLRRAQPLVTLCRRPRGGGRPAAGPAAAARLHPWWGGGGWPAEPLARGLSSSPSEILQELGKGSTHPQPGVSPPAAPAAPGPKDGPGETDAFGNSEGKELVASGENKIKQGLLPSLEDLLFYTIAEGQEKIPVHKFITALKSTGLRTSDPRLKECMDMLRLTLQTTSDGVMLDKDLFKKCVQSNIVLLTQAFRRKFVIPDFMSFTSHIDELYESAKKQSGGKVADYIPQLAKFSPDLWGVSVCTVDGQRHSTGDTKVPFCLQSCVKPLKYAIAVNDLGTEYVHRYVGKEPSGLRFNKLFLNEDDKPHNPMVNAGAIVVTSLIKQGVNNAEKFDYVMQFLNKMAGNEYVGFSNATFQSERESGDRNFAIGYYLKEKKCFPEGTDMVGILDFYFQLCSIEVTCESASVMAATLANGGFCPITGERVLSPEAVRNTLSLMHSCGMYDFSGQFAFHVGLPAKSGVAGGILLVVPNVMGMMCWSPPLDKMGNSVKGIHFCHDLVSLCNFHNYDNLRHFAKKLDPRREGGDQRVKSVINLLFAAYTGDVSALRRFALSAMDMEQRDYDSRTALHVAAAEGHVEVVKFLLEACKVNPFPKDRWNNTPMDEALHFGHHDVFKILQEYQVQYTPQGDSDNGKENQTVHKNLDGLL
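Compounds were pin-transferred onto hKGA, after which L-glutamine (1 mM solution) and a detection mix of glutamate oxidase, HRP and Amplex Red were added. Initial and 30 min RT fluorescence reads were collected.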
G9a block = blocks human histone lysine methyltransferase G9a; actives 8.8% (n = 350,000); G9a H3K9 monomethylation, AlphaScreen, 2 h; AID 504332; Q96KQ7; Potency, µM (highest dose often 102 µM), inactives show top-dose activity, negative = inhibition, usual class: inhibitors; further: potency means the concentration at half of the fitted maximal effect; on the % scale 0 is the no-effect control and ±100 the full control effect; nearly all actives have a fitted effect of over 75% in size
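Chemiluminescent proximity detection of H3K9 monomethylation, read after 10 min bead incubation in the dark. Reaction: 20 nM G9a, 500 nM biotin-H3K9 peptide, 20 uM SAM cofactor, 2 h, room temperature, following 15 min enzyme-compound preincubation.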
HP1b chromo inh = inhibitors of HP1-beta chromodomain binding to methylated histone tails; AlphaScreen HP1-beta / biotin-H3K9me3 peptide binding; Potency, µM (top dose mostly 114 µM), for inactives: at the highest dose activity change, negative = inhibition, usual class: inhibitors; AID 540317; actives 0.56% (n = 390,000); further: potency means the concentration at half of the fitted maximal effect; nearly all actives have a fitted effect of over 70% in size; inactives centre near 23
Target sequence (P83916 whole entry, looked up): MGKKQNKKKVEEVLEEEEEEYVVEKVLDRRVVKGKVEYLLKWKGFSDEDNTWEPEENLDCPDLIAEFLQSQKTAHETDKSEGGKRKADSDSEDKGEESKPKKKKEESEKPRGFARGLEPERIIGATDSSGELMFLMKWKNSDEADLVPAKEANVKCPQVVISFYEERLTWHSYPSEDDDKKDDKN
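HP1-beta protein (50 nM final) preincubated 30 min at room temperature with biotinylated H3(1-18)K9me3 peptide (50 nM) in PBS pH 7.4, 0.01% Tween-20, then compound added for 30 min. AlphaScreen streptavidin donor/nickel chelate acceptor beads (10 ug/mL final), 30 min dark, luminescence read.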
ERG Ets-DNA blk = ERG Ets/DNA interaction inhibition | Potency, µM (series often up to 76.9 µM), inactives show at the highest dose FP activity, negative = inhibition, usual class: inhibitors | P11308 | actives 0.028% (n = 370,000) | fluorescence polarization, His-ERG Ets domain / labelled DNA; active means well fitted inhibition curve with a large enough effect in the polarisation, with a control signal flat; inconclusive means small, poorly fitted or top-dose-only effect, or effect the other way, or a change in a side signal; inactive means no such curve, though single readings can be large or run the other way; the % refers to the polarisation;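 further: polarization taken with two DNA probes labelled with fluorescein and Texas red; potency means the concentration at half of the fitted maximal effect; % of control where 0% means no effect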
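His-tagged ERG Ets domain (1 uM in the protein solution; 300mM KCl, 50mM Tris-HCl, 1mM EDTA, 1mM DTT, pH 7.5) received compound, then a probe mix of 5 nM fluorescein-DNA and 100nM Texas-615-DNA. Fluorescence polarization was read for both dyes.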
12-LOX inh = blocks human arachidonate 12S-lipoxygenase; P18054; purified 12hLO, xylenol orange hydroperoxide absorbance; Potency, µM (top dose mostly 108 µM), for inactives: at the highest dose activity change, negative = inhibition, actives largely listed as inhibitors; actives 1.1% (n = 580,000); further: potency means the concentration at half of the fitted maximal effect; on the % scale 0 is the no-effect control and ±100 the full control effect
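Purified human 12hLO at 150 nM in 25 mM Hepes, 0.01% Triton X-100, pH 7.0, preincubated 15 min at room temperature with compound. Reaction started with 40 uM arachidonic acid, 30 min at room temperature. Hydroperoxide measured by Fe-xylenol orange, 573/405 nm absorbance ratio.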
JMJD2A Tudor inh = JMJD2A Tudor domain (human) inhibition; AlphaScreen JMJD2A-Tudor / H3K4me3 peptide binding; Potency, µM (highest dose often 114 µM), for inactives: at the highest dose activity change, negative = inhibition, most hits filed as inhibitors; actives 4.4% (n = 390,000); further: potency means the concentration at half of the fitted maximal effect; on the % scale 0 is the no-effect control and ±100 the full control effect; nearly all actives have a fitted effect of over 50% in size
BAZ2B block = blocks human BAZ2B; AlphaScreen BAZ2B-H3K14Ac peptide displacement; Potency, µM (highest dose often 114 µM), inactives show at the top dose activity change, negative = inhibition, most hits filed as inhibitors; actives 4.4% (n = 360,000); further: potency means the concentration at half of the fitted maximal effect; on the % scale 0 is the no-effect control and ±100 the full control effect; nearly all actives have a fitted effect of over 60% in size
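BAZ2B (50 nM) with biotin-H3(5-23)K14Ac peptide (50 nM) in PBS pH 7.4, 0.01% Tween-20, preformed 30 min, then compound 30 min at room temperature; top concentration 110uM. AlphaScreen streptavidin donor/nickel chelate acceptor beads (10 ug/mL final), 20 min dark, signal read.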
PI4K2A block = PI4K2A (human) kinase inhibition; purified PI4K2A, ADP-Glo luminescence, 1 h; active compounds read low; activity change, negative = inhibition, % at 76.9 µM; actives 0.13% (n = 420,000); AID 1346378; in the data active means activity change below about -50%; inconclusive means mostly about -30% to -49%;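 further: -100% = wells without enzyme as full effect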
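Compounds are screened against recombinant PI4K2A using PI as substrate and ATP, the latter dispensed at 300 microM. Reactions run one hour at ambient temperature before ADP-Glo detection; full inhibition defined by wells lacking enzyme.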
RGS4 inhibitor = human RGS4 inhibition; P49798; Potency, µM (doses to about 114 µM), for the others: at the top dose activity change, negative = inhibition, usual class: inhibitors; Transcreener GDP fluorescence polarization, RGS4-accelerated GTP hydrolysis; actives 0.039% (n = 390,000); further: potency means the concentration at half of the fitted maximal effect; on the % scale 0 is the no-effect control and ±100 the full control effect; nearly all actives have a fitted effect of over 75% in size; some results filed as inactive show a strong effect at the top dose
Target sequence (P49798 whole entry, looked up): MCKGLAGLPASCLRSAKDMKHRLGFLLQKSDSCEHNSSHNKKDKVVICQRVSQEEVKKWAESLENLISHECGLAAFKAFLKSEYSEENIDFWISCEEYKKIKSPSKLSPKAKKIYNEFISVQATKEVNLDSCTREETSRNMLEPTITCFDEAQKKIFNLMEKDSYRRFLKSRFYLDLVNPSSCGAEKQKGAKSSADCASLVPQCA
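MLSMR compounds (23 nl, pin-transferred) preincubated 10 min at room temperature with a 500nM (2x) first reagent, then RGS4 at 900nM (2x) plus Transcreener GDP mix added; fluorescence polarization (620/688 nm) read before and after 90 min at 30 °C.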
* hit, by the source's call; ? = inconclusive; . = no result given; & = joins results of further samples; [ ] = remark or other dose. Unless noted, the call rests on the fitted dose curve; in most records, active means well fitted curve in the direction sought with a large enough effect; inconclusive means small, poorly fitted or top-dose-only effect, or another doubt; inactive means no such curve, though single readings can be large; an effect the other way counts as inactive or inconclusive.

SMILES	GLS inh	G9a block	HP1b chromo inh	ERG Ets-DNA blk	12-LOX inh	JMJD2A Tudor inh	BAZ2B block	PI4K2A block	RGS4 inhibitor
COc1ccc(C2/C=C\CN(S(=O)(=O)c3ccc(C)cc3)CC(=O)N2Cc2ccc(F)cc2)cc1 (stereo unspecified)	1%	5%[59 µM]	4%&31%	12%	?	-20%&5%	-2%	4	11%&9%
O=C1C=C(c2ccc3c(c2)OCO3)C[C@@H](c2ccc(F)cc2)C1	4%	23%[2.33 µM]	39%[activator]	1%	-29%	1%	4%	-1	-4%
O=C(NCc1ccccc1)NC(O)C(Cl)(Cl)Cl (stereo unspecified)	-10%	6%	15%	13%	-7%	8%	-14%	5	-13%
COC(=O)c1ccc(COc2ccc3c(C)c(C)c(=O)oc3c2)o1	7%	-13%	3%	-1%	-1%	-23%	?	6	?
O=c1[nH]c(COc2ccccc2)nc2ccccc12	9%	-7%	32%	-5%	7%	-2%	4%	-2	12%
NC(=O)CNc1ncc(C(F)(F)F)cc1Cl	-4%	9%	-10%	2%	3%	-10%	-5%	6	-3%
CC(C)(C)c1ccc(OCc2ccc(C(=O)N/N=C3\CC4CC=CC34)cc2)cc1 (stereo unspecified)	-15%	26%[59 µM]	52%[activator]	2%	13%	-9%	2%	0	-21%
COc1ccc(N2CC(C(=O)NC3CC(C)(C)NC(C)(C)C3)CC2=O)cc1 (stereo unspecified)	-12%	6%	37%	0%	494%[activator]	-4%	-2%	7	-3%
COc1cccc(/C=N/NC(=O)CSc2nnc(C)n2-c2ccccc2)c1O	-2%	64%[activator][12.7 µM]	35%	3%	82%[activator]	-10%	?	11	-24%
Cc1ccc(C(=O)N2CCN(c3ccc(NC(=O)COc4ccccc4C)cc3)CC2)cc1	-9%	40µM*	-17%	3%	-1%	?	35µM*	-2	11%
CCN(CC)Cc1c(-c2ccccc2)[nH]c2ccc(C)cc2c1=O	7%	-5%	6%	4%	6%	-11%	?	-4	15%
CC(=O)C(Cc1ccccc1)(Cc1ccccc1)C(C)=O	11%	.	26%	-2%	-6%	6%	5%	7	0%
Cc1ccc(NC(=O)C2C3C=CC4(O3)C2C(=O)N(CCCN2CCCCC2)C4C(=O)NC2CCCCC2)cc1C (stereo unspecified)	1%	-12%	12%	1%	-14%	-11%	-1%	-4	4%
Cc1noc(C)c1S(=O)(=O)N(CC(=O)NCCc1ccccc1)c1ccc(C(C)C)cc1	-2%&-12%	20%	19%[57 µM]	3%&-2%	3%&-19%	-9%&-12%	-15%	-3&0	16%&34%
CC(OC(=O)CCc1nc2ccccc2c(=O)[nH]1)C(=O)c1ccc(C(C)(C)C)cc1 (stereo unspecified)	1%	-27%[59 µM]	?	-3%	-7%	-20%	-32%	3	-2%
Cc1cc(C(=O)OCC(=O)NCc2cccs2)c2ccccc2n1	-4%	13%	23%	-3%	-11%	-10%	1%	5	15%
Cc1cc(C)n2nc(SCc3cccc(S(=O)(=O)N(C)C)c3)nc2n1	-9%	45µM*	38%[activator]	-15%	?	0%	-13%	-1	-14%
Cc1sc2nc3n(c(=O)c2c1C)CCCCC3	-8%	-1%[59 µM]	9%	-6%	142%[activator]	-4%	-2%	32	-6%
CCCCN(C)c1nnc(NC(=O)Nc2cccc(C(C)=O)c2)s1	5%	5%[59 µM]	31%	7%	0%	-20%	-35%	-3	16%
O=S(=O)(c1ccc(Br)cc1Cl)N1CCCN(c2ccc(C(F)(F)F)cn2)CC1	-2%	.	69%[activator]	13%	-5%	19%	.	0	18%
Cc1ccc(C(C)C)c(OCCNC(=O)c2cncc(Br)c2)c1	-1%	63%[activator]	73%[activator]	-1%	4%	9%	12%[57.1 µM]	-7	-2%
CC(C)(C)OC(=O)NCCc1nnc(SCc2ccc(Cl)cc2)o1	-5%	-22%[59 µM]	32%	-3%	-8%	10%	9%	0	-13%
COc1ccc(CN(CC2CCCO2)S(=O)(=O)c2ccc(C(=O)O)cc2)cc1OC (stereo unspecified)	1%	56µM*	45%	-4%	-30%	-7%	-6%	-2	-3%
O=S(=O)(c1ccc(F)c(F)c1)N1CCN(Cc2ccc3c(c2)OCO3)CC1	1%	-10%[59 µM]	11%	-7%	0%	-13%	.	5	-16%
CN(C)N(Cc1ccccc1)C(=O)C(O)(c1ccccc1)c1ccccc1	-1%	.	49%[activator]	-5%	2%	0%	6%	-1	-11%

Later entries
SMILES	GLS inh	G9a block	HP1b chromo inh	ERG Ets-DNA blk	12-LOX inh	JMJD2A Tudor inh	BAZ2B block	PI4K2A block	RGS4 inhibitor
CC1CCN(Cc2nnc(-c3cccc(Br)c3)o2)CC1	-3%	10%	36%	-1%	24%	-8%	3%	-1	0%
COc1ccc(C(=O)CSc2nccc(=O)[nH]2)cc1	2%	-16%	36%	6%	?	-15%	6%	-1	0%
CC(C)(C)OC(=O)N[C@@H](COCc1ccccc1)C(=O)N[C@@H](CO)[C@H](O)[C@@H]1C[C@@H]1C(=O)NC1CCCCC1	-2%	-8%	61%[activator]	-5%	1%	-3%	2%	3	-4%
COc1ccc(-c2cc(C(F)(F)F)nc(SCCC(=O)Nc3ccc(O)cc3)n2)cc1	7%	3%[59 µM]	15%	-1%	-13%	-12%	1%	2	-14%
CC(NC(=O)CCNC(=O)c1ccco1)c1ccccc1 (stereo unspecified)	-3%	16%[12.7 µM]	33%	14%	?	-2%	10%	-2	-13%
CCOC(=O)C1CCN(Cc2ccc(O)c(OC)c2)CC1	.	32µM*	?	-5%	0%	3.2µM*	?	13	6%
CC(NC(=O)c1ccccc1Cl)C(=O)OCc1cn2cc(Cl)ccc2n1 (stereo unspecified)	3%	.	33%	4%	-10%	-18%	.	0	3%
CCc1ccccc1NC(=O)CCS(=O)(=O)c1ccc(Br)cc1	-5%	50µM*	?	-2%	3%	?	79µM*	-5	12%
Cc1cc(C)c(-c2csc(NC(=O)C3=COCCO3)n2)cc1C	30%	?	15%	-17%	?	-20%	-33%	-2	-13%
CC1CN(C(=S)c2cccc([N+](=O)[O-])c2)CC(C)O1 (stereo unspecified)	0%	6.3µM*	?	6%	.	?	-19%	-2	?
CCOC(=O)c1nnn(CC(=O)N2N=C(c3cc(C)ccc3C)CC2c2ccc(OC)cc2)c1C(=O)OCC (stereo unspecified)	-5%	23%[59 µM]	13%	-7%	-6%	-18%	-5%	6	-37%
Cn1cccc1C(=O)OCc1csc(-c2ccccc2)n1	-6%	?	23%	6%	?	?	-14%	-29	13%
COc1ccccc1OCC(=O)N1CCC2(CC1)CC(=O)c1ccccc1O2	4%	24%[2.33 µM]	10%	2%	11%	-21%	10%	4	11%
CCCC(=O)OCC(=O)Nc1ccc([N+](=O)[O-])cc1C#N	1%	.	23%	13%	0%	-18%	3%	-1	18%
COc1ccccc1OCC(=O)OCC(=O)NCCN1C(=O)CSC1=O	.	-27%	22%	10%	-12%	-3%	4%	6	5%
CCOC(=O)N1CCN(C(=O)c2ccc3c(=O)n(Cc4ccc(Cl)cc4)c(=S)[nH]c3c2)CC1	-16%	34%[activator][59 µM]	25%	0%	-6%	-11%	11%	-2	-33%
Cc1ccc(NC(=O)c2cc3c(s2)CCC3)cc1S(=O)(=O)N1CCOCC1	.	?	7%	2%	16%	-15%	1%	2	-2%
Cc1ccc(C)c(NC(=O)CN2CCN(C3CCCCC3)C(=O)C2=O)c1	0%	1%[12.7 µM]	29%	-2%	-16%	-2%	-11%	3	-5%
O=C(Nc1cccc(C(=O)O)c1)/C(=C/c1ccc([N+](=O)[O-])cc1)NC(=O)c1ccccc1	6%	-36%	18%	10%	-15%	-14%	-21%	-9	19%
Nc1nc(-c2ccccc2)c(C(=O)Nc2ccccc2)s1	-5%	-7%	27%	-2%	?	-13%	-12%	0	5%
C=CCSc1nnc(CCCCCN2C(=O)c3cccc4cccc(c34)C2=O)o1	3%	7%[59 µM]	25%	-10%	-1%	6%	2%	3	12%
COc1ccc(C(=O)N2CCN(CCNC(=O)C(=O)Nc3ccc(F)cc3)CC2)cc1	1%	-6%	50%[activator]	-2%	17%	8%	6%	7	2%
COc1ccccc1N=C1SC(C(=O)Nc2cccc(Cl)c2Cl)C(N)=C1C(N)=O (stereo unspecified)	-2%	?	31%	-2%	24%	-14%	-13%	-2	-30%
CN(C(=O)c1ccc(Cl)c([N+](=O)[O-])c1)C1(C)CCS(=O)(=O)C1 (stereo unspecified)	7%	22%[2.33 µM]	24%	-10%	11%	-4%	-6%	1	-18%
O=C(Cn1nc(-c2ccc(Cl)cc2)ccc1=O)NCc1ccccc1Cl	-8%	-4%[59 µM]	37%	-3%	-26%	-14%	-1%	3	11%
CCOC(=O)CNC(=O)CN1CCC(c2nc3ccccc3[nH]2)CC1	-3%	3%[0.501 µM]	17%	18%	13%	-14%	-1%	2	17%

Copied from the list:
O=C(Nc1cccc(C(=O)O)c1)/C(=C/c1ccc([N+](=O)[O-])cc1)NC(=O)c1ccccc1 @ G9a block = -36%
COc1ccccc1OCC(=O)N1CCC2(CC1)CC(=O)c1ccccc1O2 @ GLS inh = 4%

The list is partial; count on the stated rates, not on these rows.
